# RGS7-Gao reg = human RGS7-Galphao interaction regulation. binding response (% of control), % at 10 µM. 220,000 tested, 0.35% active. AID 1439. Multiplexed bead flow cytometry, RGS7-Galphao binding; actives lie on both sides. P09471; in the data active = binding response below about 49% or above about 150%; inconclusive = no clear call, values can overlap the other calls; inactive = in between;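 note: fluorescent Galphao held in activated GDP-AlF4 state binding bead-coupled RGS7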
# RGS8-Gao = modulates binding of RGS8 to human Galphao; P09471; multiplexed bead flow cytometry; actives lie on both sides; response (percent of control binding), % at 10 µM; 220,000 tested, 0.34% active; AID 1423; in the data active = response below about 60% or above about 140%; inactive = in between;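 note: Galphao activated as the GDP aluminium fluoride complex binding bead-coupled RGS8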
# ABCB1 block = inhibitors of human ABCB1 transporter, ABCG2 counter-screen | AID 1326 | P08183 | 190,000 tested, 0.067% active | CCRF-Adr cells, JC-1 efflux, flow cytometry | inhibition, % at 6.6 µM; in the data active = inhibition above about 40%;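 note: 0% = vehicle and 100% = reference inhibitor; higher value means more JC-1 retained so stronger ABCB1 efflux block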
# Target sequence (P08183 whole entry, looked up): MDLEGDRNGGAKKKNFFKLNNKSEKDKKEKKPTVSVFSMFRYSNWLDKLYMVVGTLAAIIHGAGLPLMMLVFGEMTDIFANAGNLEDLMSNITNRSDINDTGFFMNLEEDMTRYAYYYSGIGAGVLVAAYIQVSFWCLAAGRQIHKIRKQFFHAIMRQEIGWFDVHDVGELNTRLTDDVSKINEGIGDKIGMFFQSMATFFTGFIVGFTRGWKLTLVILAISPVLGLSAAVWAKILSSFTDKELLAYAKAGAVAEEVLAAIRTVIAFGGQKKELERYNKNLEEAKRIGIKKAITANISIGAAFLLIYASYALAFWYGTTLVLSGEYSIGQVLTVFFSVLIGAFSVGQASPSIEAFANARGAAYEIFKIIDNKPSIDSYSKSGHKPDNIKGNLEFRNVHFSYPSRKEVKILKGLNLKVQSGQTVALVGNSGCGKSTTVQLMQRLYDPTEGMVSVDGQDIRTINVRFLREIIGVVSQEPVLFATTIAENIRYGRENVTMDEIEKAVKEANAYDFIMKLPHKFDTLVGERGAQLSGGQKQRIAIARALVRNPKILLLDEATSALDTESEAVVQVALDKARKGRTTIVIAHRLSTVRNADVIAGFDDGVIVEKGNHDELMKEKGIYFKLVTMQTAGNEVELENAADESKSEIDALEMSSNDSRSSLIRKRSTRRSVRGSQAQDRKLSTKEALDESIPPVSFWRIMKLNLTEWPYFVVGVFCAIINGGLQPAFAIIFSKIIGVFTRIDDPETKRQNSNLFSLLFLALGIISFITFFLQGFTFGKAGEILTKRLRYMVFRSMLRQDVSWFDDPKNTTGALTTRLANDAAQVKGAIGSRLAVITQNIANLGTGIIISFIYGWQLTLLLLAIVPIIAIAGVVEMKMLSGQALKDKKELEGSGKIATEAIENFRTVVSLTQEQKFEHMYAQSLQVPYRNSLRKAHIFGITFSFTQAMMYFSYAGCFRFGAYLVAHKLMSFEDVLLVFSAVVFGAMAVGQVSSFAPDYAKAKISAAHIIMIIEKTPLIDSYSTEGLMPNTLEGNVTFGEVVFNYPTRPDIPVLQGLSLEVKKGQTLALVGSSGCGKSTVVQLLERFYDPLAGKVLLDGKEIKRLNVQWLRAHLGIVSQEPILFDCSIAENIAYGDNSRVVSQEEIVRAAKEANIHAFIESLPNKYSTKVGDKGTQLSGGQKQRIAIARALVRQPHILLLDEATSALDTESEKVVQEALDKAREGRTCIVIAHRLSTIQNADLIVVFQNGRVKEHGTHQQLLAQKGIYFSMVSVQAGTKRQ
# Bim-Bfl-1 = inhibitors of Bim-Bfl-1 interaction, human; Q16548; 190,000 tested, 0.12% active; inhibition, % at 10 µM; Bead-based flow cytometry, Bim-Bfl-1 binding inhibition;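 note: 0% = wells without compound plus tracer and 100% = blocker peptide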
# Bcl-W Bim block = disrupts Bim peptide binding to human Bcl-W; bead-based flow cytometry; inhibition, % at 10 µM; Q92843; 190,000 tested, 0.02% active;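 note: 0% = bound tracer without compound and 100% = peptide blocker; higher means less fluorescent Bim peptide bound to Bcl-W beads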
# Bcl-XL Bim block = disrupts Bim peptide binding to human Bcl-XL; Q07817; bead flow cytometry, fluorescence; inhibition, % at 10 µM; 190,000 tested, 0.04% active; AID 1007
# ABCG2 inh = inhibitors of human ABCG2 transporter, ABCB1 counter-screen. inhibition, % at 6.6 µM. IgMXP3 cells, JC-1 efflux, flow cytometry. Q9UNQ0. 190,000 tested, 0.1% active;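 active = inhibition above 80%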;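 note: 0% = DMSO and 100% = nicardipine control wells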
#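 Assay system – ABCG2 IgMXP3 and barcoded ABCB1 CCRF-Adr cell mix · Input – 3 million cells/mL in well · Reagent – JC-1 fluorescent substrate · Compound – single test compound dose, 6.6 µM final · Timing – 10 min exposure at 25 °C with rotation, no wash · Detection – flow cytometry of retained JC-1 fluorescence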
# Bcl-2 Bim block = inhibitors of Bim-Bcl-2 interaction, human; inhibition, % at 10 µM; Bead-based flow cytometry, Bim peptide-Bcl-2 binding; P10415; 190,000 tested, 0.06% active; in the data active = inhibition above about 40%; inconclusive = no clear call, values can overlap the other calls;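 note: 0% = no compound wells with probe peptide and 100% = reference peptide inhibitor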
# RGS4-Gao reg = human RGS4-Galphao interaction regulation; Multiplexed bead flow cytometry, RGS4-Galphao binding; actives lie on both sides; binding response (% of control), % at 10 µM; 220,000 tested, 0.33% active; AID 1415; in the data active = binding response below about 49% or above about 150%; inactive = in between;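 note: fluorescent Galphao activated with aluminum fluoride binding bead-coupled RGS4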
# Bim-Bcl-B = disrupts Bim peptide binding to human Bcl-B | inhibition, % at 10 µM | bead-based flow cytometry | AID 951 | Q9HD36 | 190,000 tested, 0.073% active;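 note: 0% = tracer peptide without compound and 100% = reference inhibitor peptide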
# Bim-Mcl-1 = inhibitors of Bim-Mcl-1 interaction, human | Q07820 | Bead-based flow cytometry, Bim peptide-Mcl-1 binding | inhibition, % at 10 µM | 190,000 tested, 0.1% active | AID 1009;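 note: 0% = no compound tracer wells and 100% = peptide blocker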
# * = called active by the depositor; ? = inconclusive. Cut-off read from the data, not from the text of the source, unless noted: active = inhibition above about 40%.
# The line under a structure holds: RGS7-Gao reg	RGS8-Gao	ABCB1 block	Bim-Bfl-1	Bcl-W Bim block	Bcl-XL Bim block	ABCG2 inh	Bcl-2 Bim block	RGS4-Gao reg	Bim-Bcl-B	Bim-Mcl-1
1. COc1ccc(C)cc1N(CC(=O)NC1CCCC1)C(=O)CCC(=O)Nc1cc(C)on1
→ 95	100	-2.3	-10	0	-5	-3	-9	99	-6	0
2. Cc1cccc(OCCNC(=O)c2ncn[nH]2)c1
→ 95	98	0.1	-13	1	-4	0	-9	99	-3	0
3. COc1ccc(-n2cc(-c3ccc(C)cc3)[n+]3c2SCC3)cc1
→ 108	111	0.2	29	19	32	0	21	124	7	22
4. O=C(NC(Cc1c[nH]c2ccccc12)c1nnc2n1CCCCC2)c1ccccc1 (stereo not drawn)
→ 103	100	0.5	-2	-2	0	5	-1	101	1	2
5. Cc1ccc(-c2nc(CN(Cc3cnn(C)c3)C(C)C)c(C)o2)o1
→ 99	99	0.4	4	-1	0	2	2	100	2	-2
6. NC1=C(c2ccc([N+](=O)[O-])cc2)C(=O)CO1
→ 98	98	0.2	0	-2	-5	4	1	97	-5	-2
7. Fc1ccccc1/C=C1\CCCC2=C1Nc1ncnn1C2c1ccccc1F (stereo not drawn)
→ 99	101	-0.6	-12	0	-9	-2	-8	102	-4	-8
8. CCCN(CCC)C1=CC(=[N+]2CCCC2)CC(C)(C)C1
→ 99	103	0.2	2	0	-4	1	0	100	-3	0
9. O=C(Nc1nc(-c2cccs2)cs1)c1ccc(S(=O)(=O)N2CCCCC2)cc1
→ 98	110	-0.3	1	2	4	0	-3	103	0	-1
10. COC(=O)c1ccc(SCC(=O)NC2CCCC2)c([N+](=O)[O-])c1
→ 103	102	1.3	-1	-3	-3	25	-1	102	-4	-2
11. CNc1nnc(-c2ccc(C)cc2)c2ccccc12
→ 102	103	-1.9	-4	-1	-1	3	-2	101	0	0
12. CCN(CC(=O)NC(C)(C)C)C(=O)C(c1ccccc1)c1ccccc1
→ ?	102	0.8	2	2	-2	3	-3	103	2	-5
13. CCC(c1nc2ccccc2c(=O)n1CCCn1ccnc1)N1C(=O)c2ccccc2C1=O (stereo not drawn)
→ 100	101	2.1	-1	0	0	2	2	99	0	-2
14. Cc1ccc(C(=O)Nc2ccc3c(c2)OCO3)cc1S(=O)(=O)N1CCCC1
→ 106	104	1.9	-9	4	-4	14	-4	108	-1	1
15. Fc1cccc(/C=N/NC(=S)Nc2ccccc2Cl)c1
→ 95	99	-0.3	-17	-7	-9	3	-12	97	-15	-7

# Whole records from above. Order of screens: RGS7-Gao reg, RGS8-Gao, ABCB1 block, Bim-Bfl-1, Bcl-W Bim block, Bcl-XL Bim block, ABCG2 inh, Bcl-2 Bim block, RGS4-Gao reg, Bim-Bcl-B, Bim-Mcl-1
# Cc1cccc(OCCNC(=O)c2ncn[nH]2)c1 is listed with 95, 98, 0.1, -13, 1, -4, 0, -9, 99, -3, 0
# Fc1ccccc1/C=C1\CCCC2=C1Nc1ncnn1C2c1ccccc1F (stereo not drawn) is listed with 99, 101, -0.6, -12, 0, -9, -2, -8, 102, -4, -8
# COc1ccc(C)cc1N(CC(=O)NC1CCCC1)C(=O)CCC(=O)Nc1cc(C)on1 is listed with 95, 100, -2.3, -10, 0, -5, -3, -9, 99, -6, 0
# NC1=C(c2ccc([N+](=O)[O-])cc2)C(=O)CO1 is listed with 98, 98, 0.2, 0, -2, -5, 4, 1, 97, -5, -2

# Further results follow:
# The line under a structure holds: RGS7-Gao reg	RGS8-Gao	ABCB1 block	Bim-Bfl-1	Bcl-W Bim block	Bcl-XL Bim block	ABCG2 inh	Bcl-2 Bim block	RGS4-Gao reg	Bim-Bcl-B	Bim-Mcl-1
16. COC(=O)c1ccc(NC(=O)Nc2cccc(F)c2)cc1
→ 113	99	1.4	-2	-1	-3	2	-7	100	-5	-3
17. CC(C(=O)OCC(=O)c1ccc([N+](=O)[O-])cc1)N1C(=O)C2C3CCC(C3)C2C1=O (stereo not drawn)
→ 108	102	0.7	-4	1	1	16	-5	104	-7	-1
18. CN(C)C(/C=C/Nc1ccc(O)cc1)=C(C#N)C#N
→ 102	102	-0.2	-4	-1	-5	0	-2	103	-4	0
19. Cc1ccc(CN(Cc2ccco2)C(=S)NCC(=O)NCc2cccnc2)cc1
→ 106	105	1.3	3	0	-1	3	-1	103	-37	0
20. Fc1ccc(Nc2ncnc3sc4c(c23)CCC4)cc1F
→ 100	101	0.5	-11	-5	-8	28	-6	95	-9	-4
21. CC(C)C(=O)Nc1nnn(C)n1
→ 104	102	-1.2	-13	-4	-24	0	-8	108	-11	-3
22. O=C(CSc1nnc(Cc2ccccc2)o1)NCCc1ccccc1
→ 100	101	0.1	-4	-2	-1	0	-3	96	-4	-1
23. O=C(Cc1cccs1)Nc1ccccc1C(=O)O
→ 94	97	0.4	-2	2	0	3	-2	93	0	1
24. CCOC(=O)c1[nH]c(Cc2[nH]c(C(=O)OCC)c(C)c2CCC(=O)OC)c(CCC(=O)OC)c1C
→ 101	101	-1.8	-17	0	-6	14	-10	100	-9	-3
25. CCOC(=O)CSc1ncnc2c1cnn2-c1ccccc1
→ 102	106	0.4	-12	0	-5	23	-11	102	-7	-2
26. CCSC1=NCCN1S(=O)(=O)c1ccc(NC(C)=O)cc1
→ 94	101	0.1	-4	2	-3	1	-2	102	-3	0
27. Cc1cc(C(=O)COC(=O)c2csc3c2CCCC3)c(C)n1C
→ 97	102	1.4	0	0	0	8	1	99	2	0
28. C/C(=C\C(=O)c1ccncc1)Nc1ccccc1O
→ 98	98	1.5	-1	-3	-3	5	0	100	2	1
29. COc1cc(C)ccc1OCCOc1c(C)cccc1Cl
→ 101	97	0.2	-14	-3	-4	2	-12	101	-9	-4
30. Cc1ccc(NC(=O)c2oc3ccccc3c2NC(=O)C2CCCO2)cc1C (stereo not drawn)
→ 103	102	2.1	-6	0	-6	7	-4	98	-9	0
31. CC1CCN(CC(=O)Nc2sc3c(c2C#N)CCC3)CC1
→ 95	99	0.4	-12	-2	-2	1	-3	98	-9	3
32. CCC(CC)C(=O)Nc1cccc(/C(C)=N/NC(=O)c2ccccc2Cl)c1
→ 102	89	0.4	1	2	0	3	1	96	0	3
33. Nc1nc(SCc2nc(-c3ccccc3)no2)[nH]c(=O)c1-c1ccccc1
→ 102	103	0.7	-3	-2	-1	1	-5	103	-7	0
34. CN(C)c1ccc(CN2CCCC(O)C2)cc1 (stereo not drawn)
→ 107	103	-0.1	2	4	0	0	6	113	4	0
35. COc1ccc(/C=N/N2CCN(c3ccncc3S(=O)(=O)N3CCCCC3)CC2)cc1
→ 93	87	0.8	3	0	-1	0	1	92	3	2
36. C(=N\NC1=Nc2cccc3cccc1c23)/c1ccccn1
→ 89	96	-0.5	-2	2	3	-1	2	95	-4	0
37. O=C(NC1CCCC1)C(c1ccccc1)N(C(=O)c1ccco1)C1CCCC1 (stereo not drawn)
→ 99	100	0.3	-2	-2	-6	-1	-3	100	-4	0
38. CCC(Sc1nc2ccccc2c(=O)n1CCN1CCOCC1)C(=O)NCc1cccnc1 (stereo not drawn)
→ 98	102	0.4	-12	2	0	9	-5	96	-8	0
39. COc1cc(C(=O)N2CCN(c3ccccc3)CC2)c([N+](=O)[O-])cc1OC
→ 104	106	7.3	-2	-2	0	3	-1	103	-2	0
40. COc1cc(NC(=O)c2ccco2)c(C(=O)OCC(=O)Nc2ncc(Cl)cc2Cl)cc1OC
→ 105	104	1.1	-8	2	0	2	-1	106	-2	-2
41. CCN(CC)CCN(C(=O)Cn1nnc(-c2ccc(C)o2)n1)C(C(=O)NC(C)(C)C)c1cccs1 (stereo not drawn)
→ 106	101	0.2	-5	0	0	1	-5	103	-1	0
42. Cc1cc(/C=N/NC(=O)c2cccs2)c(C)n1-c1ccccc1
→ 96	100	0.6	-10	3	-2	5	-18	98	-39	-136
43. CN(C)S(=O)(=O)N1CCC(Cc2ccccc2)CC1
→ 99	98	0.7	-27	-5	-10	11	-14	93	-10	-5
44. Cc1ccccc1-n1nnnc1SCCCC(=O)c1ccc(F)cc1
→ 97	98	0.9	-6	-4	-6	7	-8	97	-5	-2
45. CCCCN1CC(O)=C(c2nc3ccccc3s2)C1=N
→ 133	103	1.8	-14	-3	-3	4	-10	105	-1	-2
46. COc1ccc(NC(=O)c2oc3ccccc3c2NC(=O)COc2ccccc2OC)c(OC)c1
→ 101	99	-2.4	-2	-2	-3	-2	-2	98	-7	0
47. CCOC(=O)CN(C(=O)COc1ccc2c(C)cc(=O)oc2c1)c1ccc(OCC)cc1
→ 100	102	2.0	-6	0	-3	6	-4	102	-5	0
48. CCOC(=O)CC(=O)CSc1nc2c(cc1C#N)CCCCC2
→ 103	100	0.1	0	-3	-2	9	-4	100	-8	-3
49. Cc1ccc([N+](=O)[O-])c(OCCN2CCC(Cc3ccccc3)CC2)c1
→ ?	101	2.8	-7	-4	-4	2	0	107	-3	0
50. CCOC(=O)Cc1csc(NC(=O)CC)n1
→ 103	102	-0.1	-16	-4	-5	2	-8	102	-8	-1
51. Cn1c(=O)cc(OCC(=O)NCCCN2CCN(c3cccc(Cl)c3)CC2)c2ccccc21
→ 101	100	0.6	-9	0	-3	4	-5	102	-6	-2
52. C/C(N)=C(/C#N)C(=O)COC(=O)Cc1coc2ccc3ccccc3c12
→ 99	102	-0.1	-6	-1	-2	0	-3	98	-6	0
53. COc1ccccc1CNC(=O)CCCN1C(=O)COc2ccc(C)cc21
→ 95	101	1.1	-2	-2	-2	4	-3	99	-2	-1
54. CC(C)CNS(=O)(=O)c1ccc(CCC(=O)Nc2ccc3c(c2)OCO3)cc1
→ 118	116	0.1	2	1	1	1	0	121	2	2
55. Cn1c(N)c(C(=O)c2cc(-c3ccccc3)nc3ccccc23)c(=O)n(C)c1=O
→ 94	99	0.5	-10	0	-2	1	-8	82	-9	0
56. Cc1cc(C)cc(NC(=O)C(c2ccccc2)N2CCCC2)c1 (stereo not drawn)
→ 93	96	3.8	-1	-5	-4	9	1	96	-4	-6
57. COc1ccc(/C=C/C(=O)OCc2cc(=O)n3c(n2)sc2ccccc23)cc1
→ 90	90	-0.5	-4	-2	-7	-2	-5	95	-6	0
58. CCCCn1c(-c2csc3ccccc23)n[nH]c1=S
→ 104	101	0.3	-3	-3	-2	2	-4	104	-8	-2
59. CCn1c(SCC(=O)Nc2ccc(C(=O)OC)cc2)nnc1-c1cccs1
→ 87	76	1.2	5	2	7	7	0	85	0	1
60. CCOC(=O)N1N=C(c2ccc(C)cc2)CC1(O)C(F)(F)F (stereo not drawn)
→ 98	104	0.0	0	0	0	3	0	101	1	0
61. O=C(NNC1=NS(=O)(=O)c2ccccc21)c1ccc(Cl)cc1
→ 103	100	-0.1	0	0	-2	0	2	101	-1	1
62. COc1ccc(CCNC(=O)C(C)c2ccc([N+](=O)[O-])cc2)cc1 (stereo not drawn)
→ 105	103	0.3	-4	0	-2	2	-3	105	-3	0
63. Cc1ccc(NC(=O)CN(C)CC(=O)Nc2cccc(F)c2)cc1S(=O)(=O)N1CCCCCC1
→ 112	101	0.0	-2	-3	-4	3	-2	117	0	-1
64. CCCC1(C(=O)OC)NC(c2ccc(OC)c(OC)c2)C2C(=O)N(c3ccc4c(c3)OCO4)C(=O)C21 (stereo not drawn)
→ 100	99	0.7	-6	4	1	2	-6	102	0	4
65. CCN1CCCC1CNC(=O)C(=O)NC1CC1 (stereo not drawn)
→ 88	100	0.0	6	-1	-2	0	0	98	-2	0

# Compounds were not picked by outcome, and some 0.94% of all compounds hit somewhere here.
